CHT block: inhibits the human high affinity choline transporter | Q9GZV3 | CHT-expressing cells, membrane potential dye, choline response; stronger effect = lower value | B-score at 10 µM | 0.86% of 310,000 active | AID 488975;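 active means B-score over 3 SD under the library average, and starting fluorescence ratio not unusually high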;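 further: choline stimulus applied at its EC90 after an EC20 pre-addition; B-score computed on integrated fluorescence ratio after choline addition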
Target sequence (Q9GZV3 whole entry, looked up): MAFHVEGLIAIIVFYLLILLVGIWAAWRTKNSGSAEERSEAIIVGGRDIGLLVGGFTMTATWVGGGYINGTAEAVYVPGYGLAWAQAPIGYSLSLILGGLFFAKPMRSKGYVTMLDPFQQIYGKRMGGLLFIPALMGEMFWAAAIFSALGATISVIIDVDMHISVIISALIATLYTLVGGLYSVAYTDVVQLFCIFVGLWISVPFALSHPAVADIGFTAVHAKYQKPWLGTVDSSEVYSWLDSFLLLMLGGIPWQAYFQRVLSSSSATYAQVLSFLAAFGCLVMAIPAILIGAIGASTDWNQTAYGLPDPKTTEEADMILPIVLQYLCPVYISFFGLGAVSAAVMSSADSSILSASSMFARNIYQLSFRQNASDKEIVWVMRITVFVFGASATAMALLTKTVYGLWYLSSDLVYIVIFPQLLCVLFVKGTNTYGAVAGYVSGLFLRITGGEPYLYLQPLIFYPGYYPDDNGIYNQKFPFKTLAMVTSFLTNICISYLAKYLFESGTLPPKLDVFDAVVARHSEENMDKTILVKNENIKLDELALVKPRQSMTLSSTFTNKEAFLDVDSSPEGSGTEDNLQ
CHT allo act: human CHT allosteric activation; AID 488977; CHT-expressing cells, membrane potential dye, choline EC20; stronger effect = higher value; LV-AA mutant CHT in HEK293 cells; 0.49% of 310,000 active; B-score at 10 µM;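 active means initial fluorescence not abnormally high and integrated response B-score, plate-corrected, over 3 SD above library mean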
The depositor's hits bear a star; i = inactive.

Order of values: CHT block, CHT allo act
O=C(NCc1cccs1)C1CCN(c2nccs2)CC1
  i, i
CN(CCO)c1cc(N2CCN(C(=O)c3ccco3)CC2)c2nonc2c1[N+](=O)[O-]
  i, i
CCOC(=O)C1CCCN(C(=O)c2cccc(S(=O)(=O)N(C)c3c(C)n(C)n(-c4ccccc4)c3=O)c2)C1 (centres undefined)
  i, i
CC1CCCCN1C(=O)CSc1nnc(CSc2ncccn2)n1C (centres undefined)
  i, i
CSc1ccccc1C(=O)Nc1c(C)cccc1C
  i, i
CC1(C)Oc2ccccc2OC1(O)c1ccc2ccccc2n1 (centres undefined)
  i, i
COC(=O)c1ccc(OCC(O)CN2C(=O)c3ccccc3C2=O)cc1 (centres undefined)
  i, i
Cc1cc(C(=O)CSc2ccc(F)cc2)cc(C)c1O
  i, i
CCN1CCCC1CNC(=O)C(=O)NC1CC1 (centres undefined)
  i, i
Cc1ccc(-n2nnnc2SCC(=O)NNC(=O)c2ccco2)cc1C
  i, i
O=C(COC(=O)C1CC1)c1c[nH]c2ccccc12
  i, i
Cc1ccc(N2CC(C(=O)N3CCC(C(=O)Nc4nncs4)CC3)CC2=O)cc1 (centres undefined)
  i, i
Cc1ccccc1Nc1nnc(SCC(=O)NC(=O)NCc2ccco2)s1
  i, i
C[C@]12C(=O)N(c3ccc(Br)cc3)C(=O)N1[C@@H]1c3ccccc3OC[C@@H]1[C@H]2c1ccccc1
  i, i
N#Cc1ccccc1S(=O)(=O)N1CCN(CC(=O)NC(=O)NC2CCCCC2)CC1
  i, i
C[C@H](C(=O)O)c1n[nH]c(=O)c2ccccc12
  i, i
CN(C)CCCn1c2c(c(SCC(=O)Nc3nccs3)nc1=O)CCC2
  i, i
Cc1cc(/C=C(/C#N)c2nc3ccccc3[nH]2)c(C)n1-c1cccc([N+](=O)[O-])c1
  i, i
COc1cccc(CN2CCNC(=O)C2CC(=O)N(C)CC2CCOCC2)c1 (centres undefined)
  i, i
CCOC(=O)c1ccccc1NC(=S)N1CCN(C(=O)c2ccco2)CC1
  i, i

(more compounds)
Order of values: CHT block, CHT allo act
O=[N+]([O-])c1ccc(OCCOc2ccccc2/C=N/n2cnnc2)cc1
  i, i
Cc1nc(C(Cl)(Cl)Cl)nc2[nH]ccc(=O)c12
  i, i
Cc1ccccc1NC(=O)C1COc2ccccc2O1 (centres undefined)
  i, i
COC(=O)[C@H](C)NC(=O)NC1CCN(Cc2ccccc2)CC1
  i, i
Cc1cc(C)nc(SCNC(=O)c2ccccc2)n1
  i, i
CCN1C(=O)C(C(=O)NC(C)c2ccccc2)C2CC1(C)Oc1ccccc12 (centres undefined)
  i, i
Cc1ccc(-n2c(SCC(=O)NNC(=S)Nc3ccccc3)nc3ccccc3c2=O)cc1
  i, i
Cn1c(COc2ccccc2O)[n+](C)c2ccccc21
  i, i
CC(C)c1ccc(C2NC(=O)CCC2[N+](=O)[O-])cc1 (centres undefined)
  i, i
COc1ccc(C(=O)Nc2cc(C)c(NC(=O)c3ccccn3)cn2)cc1
  i, i
CCSc1nc2nc(C)cc(C)n2n1
  i, i
CCOC(=O)N1CCC(N(CCN(C)C)C(=S)Nc2cc(C)ccc2C)CC1
  i, i
CCOc1ccc(S(=O)(=O)N2CCCC(C(=O)NCc3ccncc3)C2)cc1Cl (centres undefined)
  i, i
Cc1ccccc1C(=O)Nc1c(C(=O)N(CCN(C)C)Cc2ccco2)oc2ccccc12
  i, i
CCCCCCC1CCC(C(=O)N2CCOCC2)CC1 (centres undefined)
  i, i
CC(=O)N1CCC(=O)N(C(C)C)c2ccccc21
  i, i
CCCCNC(=O)/C=C/c1cccs1
  i, i
CO/N=C(/CNC(=O)c1ccc(Cl)cc1Cl)c1ccc(Cl)cc1
  i, i
Cc1cnc(CN2CCc3c([nH]c4ccccc34)C2C2CCCCC2)[nH]1 (centres undefined)
  i, i
O=C(COC(=O)c1ccc([N+](=O)[O-])s1)NC(=O)NCc1ccccc1
  i, i

The list continues.
Order of values: CHT block, CHT allo act
NC(N)=NCCCC(NC(=O)c1ccccc1)C(=O)Nc1ccc([N+](=O)[O-])cc1 (centres undefined)
  i, i
C=CCN1C(=O)c2ccccc2Sc2ccc(C(=O)NCC(OC)OC)cc21
  i, i
CC(C)n1cc(CN2CCC(C(=O)Nc3ccc(Oc4ccccc4F)cc3)CC2)cn1
  i, i
CCOc1ccc(CNC(=O)C2CCC(=O)N2C2CCCC2)cc1OC (centres undefined)
  i, i
O=S(=O)(Nc1ccc(-n2cccc2)cc1)c1ccc(F)cc1
  i, i
COc1ccccc1C(=O)Nc1cc(C)on1
  i, i
COC(=O)c1c(NC(=O)CN2CCN(c3ccccc3Cl)CC2)sc(C)c1C
  i, i
Cc1oc(-c2ccccc2F)nc1CN1CCC(C(=O)NCc2cccnc2)CC1
  i, i
CCOc1cc(/C=C2/C(=O)N(c3ccccc3)N=C2C)ccc1OC(=O)c1cccs1
  i, i
COc1ccc(CNC(=O)CCCn2nc(C)n3c(cc4sccc43)c2=O)cc1
  i, i
CC(C)Cn1c(N)c(C(=O)COC(=O)c2ccc(Cl)cc2)c(=O)n(C)c1=O
  i, i
NC(=NC(=O)c1cccc(C(F)(F)F)c1)c1ccc(C(F)(F)F)cn1
  i, i
CCCS(=O)(=O)N1CCC(C(=O)NCCC(C)C)CC1
  i, i
Cc1ccc(C(=O)NCCOc2cccc3cccnc23)cc1Cl
  i, i
Cc1ccc(/C(=N/Nc2nc3ccccc3s2)C2=C(O)c3ccccc3C2=O)cc1
  i, i
O=[N+]([O-])c1cc(Cl)cc(/C=N/NC(=S)Nc2ccc(S(=O)(=O)N3CCOCC3)cc2)c1O
  -8.8*, i
COc1ccc(C(=O)NCCCSC)cc1OC1CCN(C(C)C)CC1
  -9.1*, i
Cc1ccccc1C(=O)NC(=S)Nc1ncccn1
  i, i
Cc1ccc(C(=O)Nc2ccc3nc(C)sc3c2)s1
  i, i
COc1cc2[nH]c(C(=O)Nc3ccc(F)cc3)cc2c(OC)c1OC
  i, i

Structures above that contain two or more sulfur atoms:
Order of values: CHT block, CHT allo act
O=C(NCc1cccs1)C1CCN(c2nccs2)CC1
  i, i
CC1CCCCN1C(=O)CSc1nnc(CSc2ncccn2)n1C (centres undefined)
  i, i
Cc1ccccc1Nc1nnc(SCC(=O)NC(=O)NCc2ccco2)s1
  i, i
CN(C)CCCn1c2c(c(SCC(=O)Nc3nccs3)nc1=O)CCC2
  i, i
Cc1ccc(-n2c(SCC(=O)NNC(=S)Nc3ccccc3)nc3ccccc3c2=O)cc1
  i, i
O=[N+]([O-])c1cc(Cl)cc(/C=N/NC(=S)Nc2ccc(S(=O)(=O)N3CCOCC3)cc2)c1O
  -8.8*, i
Cc1ccc(C(=O)Nc2ccc3nc(C)sc3c2)s1
  i, i

More compounds.
canonical_smiles,CHT block,CHT allo act
Cc1ccc(-c2nc(NCc3ccco3)c3ccccc3n2)cc1,i,i
O=C(CC(=O)Nc1ccccc1[N+](=O)[O-])Nc1ccccc1[N+](=O)[O-],i,i
COc1ccc2[nH]c(C)c(-c3csc(N)n3)c2c1,i,i
O=C1C2CCCN2C(=O)N1CCCCN1CCN(c2cccc(Cl)c2)CC1 (centres undefined),i,i
CN1CCC(=O)N([C@H](CSc2ccccc2)c2ccccc2)CC1,i,i
Cc1ccc(CC(=O)NCc2ccc3c(c2)OCO3)cc1,i,i
CCOCCCNC(=O)CSc1nnc(-c2ccc(S(=O)(=O)N3CCCC3)cc2)n1C,i,i
CN(CC(=O)Nc1cccc(F)c1)C(=O)c1ccc(OCC2CCCO2)cc1 (centres undefined),i,i
COc1ccccc1CNC(=O)C(=O)NCCC1CCCCN1S(=O)(=O)c1ccccc1 (centres undefined),i,i
Cc1ccc(S(=O)(=O)NC(=O)c2ccccc2C)cc1,i,i
CCCCOc1ccc(N2CC(C(=O)NCc3ccco3)CC2=O)cc1 (centres undefined),i,i
C=CCOc1ccccc1CN1CCC(n2nccc2NC(=O)c2ccccc2)CC1,i,i
Cc1nnc(NC(=O)c2sc3nc(-c4cccs4)cc(C(F)(F)F)c3c2N)s1,i,i
Cc1ccc(C)c(N2CCN(C(=O)c3ccc(Cl)c(NC4=NC5CS(=O)(=O)CC5S4)c3)CC2)c1 (centres undefined),i,i
CCCCOc1ccccc1NC(=O)Cn1c(-c2nonc2N)nc2ccccc21,i,i
CC(=O)C1=C(c2cccc([N+](=O)[O-])c2)N(C(C)=O)n2c(C)nnc2S1,i,i
CC(NC(=O)c1ccccc1F)c1nnc(SCC(=O)NC2=NCCS2)n1C (centres undefined),i,i
O=c1c([N+](=O)[O-])cccn1Cc1cccc(Br)c1,i,i
CCOc1ccc(-n2c(=O)c3c(C)c(C)sc3n(CC(=O)NCc3ccco3)c2=O)cc1,i,i
CCCn1c(/N=C/c2cc(OC)ccc2O)nc2ccccc21,i,i

(next part)
canonical_smiles,CHT block,CHT allo act
COc1ccc(C(c2nnnn2CCc2ccccc2)N2CCN(C3CCCC3)CC2)cc1 (centres undefined),i,i
Cc1ccc(S(=O)(=O)CCC(=O)OCC(=O)N2CC(=O)Nc3ccccc32)cc1,i,i
CCn1c(Cc2ccccc2)nnc1SCC(=O)Nc1ccccc1O,i,i
Nc1c(-c2ccccc2)cnn1-c1cccc(C(F)(F)F)c1,i,i
CCOCCCNC(=O)c1cn(C)c2ccc(S(=O)(=O)N3CCCCC3)cc2c1=O,i,i
CC(C)CC(=O)Nc1nnc(SCC(=O)Nc2ccc(F)cc2)s1,i,i
CCOC(=O)C1(CCOc2ccccc2)CCN(Cc2cccc(OC)c2)CC1,i,i
CCn1c(SCC(N)=O)nnc1-c1ccc2[nH]c(C)c(C)c2c1,i,i
CCCCNC(=O)C1CCCN(S(=O)(=O)c2ccc(-n3cnnn3)cc2)C1 (centres undefined),i,i
Cc1cc(C(F)(F)F)c(C#N)c(SCC(=O)Nc2nc3cc(Br)ccc3s2)n1,i,i
O=C(CSc1nnc(CNC(=O)c2ccccc2)o1)NCc1ccc2c(c1)OCO2,i,i
Cc1ccc(C(=O)C[n+]2ccccc2)cc1,i,i
CC(c1nc2ccccc2c(=O)[nH]1)N1CCN(C)CC1 (centres undefined),i,i
Nc1c([N+](=O)[O-])c(=O)sc2ccccc12,i,i
O=S(=O)(c1cc(F)ccc1F)N1CCC2(CC1)OCCN2S(=O)(=O)c1cccs1,i,i
O=C(CSc1nc2ccccc2c(=O)n1CC1CCCO1)Nc1ccc(F)cc1 (centres undefined),i,i
COC(=O)c1[nH]c2cc(OC)ccc2c1NC(=O)CCN1CCCC(C)(C)C1,i,i
CCCCCCCCCCOC(=O)NC1CCS(=O)(=O)C1 (centres undefined),i,i
COc1ccccc1NC(=O)N1CCn2c(nc3ccccc32)C1,i,i
CC(=O)Nc1ccc(NC(=O)CNC(=O)COc2ccccc2)cc1,i,i

Complete entries as entered above. Screens in order: CHT block | CHT allo act
O=C(CSc1nc2ccccc2c(=O)n1CC1CCCO1)Nc1ccc(F)cc1 (centres undefined) across the screens: i | i
CCn1c(SCC(N)=O)nnc1-c1ccc2[nH]c(C)c(C)c2c1 across the screens: i | i
Cc1cc(C(F)(F)F)c(C#N)c(SCC(=O)Nc2nc3cc(Br)ccc3s2)n1 across the screens: i | i

(more compounds)
canonical_smiles,CHT block,CHT allo act
CCOP(=O)(/C(C#N)=C(/O)c1ccccc1)c1ccccc1 (centres undefined),i,i
Cc1nc(CN(C)C(=O)c2cc(COc3c(F)cccc3F)on2)cs1,i,i
COc1ccc(C(=O)Nc2ccc(S(=O)(=O)NC(C)=O)cc2)cc1[N+](=O)[O-],i,i
O=C(C1=COCCO1)N1CCN(c2nc3ccc([N+](=O)[O-])cc3s2)CC1,i,i
COc1ccc(Cc2nnc(NC(=O)c3ccccc3Cl)s2)cc1OC,i,i
CCC1(C)Cc2c(sc3[nH]c(=S)[nH]c(=S)c23)CO1 (centres undefined),i,i
Cc1cc(C)cc(C(=O)N2CC(=O)Nc3ccccc32)c1,i,i
O=C(NCCOC(=O)c1ccc(Cl)c(S(=O)(=O)N2CCCCC2)c1)c1ccncc1,i,i
O=C(NCCc1ccccc1)c1ccccc1SCC(=O)N1CCCC1,i,i
Cc1ccc(C2(c3noc(CN(C)CCO)n3)CCCC2)cc1,i,i
NC(=O)Nc1ccc(C(=O)OCC(=O)NC2CCCCC2)cc1,i,i
O=C(Nc1cccc(F)c1)C1CCN(C(=O)c2ccccc2Cl)CC1,i,i
O=C(CSc1nnc(-c2cnccn2)n1Cc1ccco1)c1ccccc1,i,i
CN(C)CCCNc1cc(C(C)(C)C)nc2c(-c3ccccc3)cnn12,i,i
CC1CCC2(CC1)NC(=O)N(CC(=O)N1CCN(S(=O)(=O)c3ccccc3)CC1)C2=O (centres undefined),i,i
CCC(C)(C)NC(=O)C(c1ccco1)N(C(=O)c1csnn1)c1cccc(F)c1 (centres undefined),i,i
Nc1ccccc1Oc1ccc2ccccc2c1,i,i
CC1(C(=O)NCc2ccc(Cl)c(Cl)c2)Oc2cccnc2NC1=O (centres undefined),i,i
COc1cc(/C=N/NC(=O)c2ccc([N+](=O)[O-])cc2Cl)cc(Br)c1O,i,i
O=C(NCC1CCCO1)C1CCCN(S(=O)(=O)c2ccc(Br)cc2)C1 (centres undefined),i,i

The list continues:
canonical_smiles,CHT block,CHT allo act
CCC(=O)N1CCc2cc(S(=O)(=O)NCCC(=O)Nc3ccccc3C)ccc21,i,i
O=C(Nc1ccccc1)c1ccccc1N=Cc1cccc(O)c1,i,i
Cc1nc(-c2ccc(Cl)cc2)sc1C1(C)CC(c2ccc(OC(F)(F)F)cc2)=NO1 (centres undefined),i,i
CN1CCN(NC(=O)CN2C(=O)/C(=C/c3ccccc3Cl)SC2=S)CC1,i,i
O=C(O)c1cnn2cc(-c3[nH]ncc3[N+](=O)[O-])cnc12,i,i

Screening data from PubChem BioAssay.
